# DRD3 antagonist: blocks the human D3 dopamine receptor; 2.5% of 360,000 active; D3R cells, DiscoveRx beta-arrestin luminescence, antagonist mode; active compounds read low; max response, negative = inhibition, %; in the data active = max response below about -50%; inconclusive = no clear call, values can overlap the other calls; note: % is set by controls: 0 for no effect and ±100 for the full control effect; mostly tested at two doses, the higher about 12 µM
#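 Cells plated overnight at 1500 cells/well, then exposed to library compounds with dopamine controls for 90 minutes at 37 degrees C. DiscoveRx reagent added for 30–60 minutes at room temperature; luminescence read, quantitative HTS format.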
# TDP-43 yeast inh: rescues yeast growth from TDP-43 toxicity; TDP-43 expressing yeast growth rescue, BacTiter-Glo, 24 h; Potency, µM (series often up to 46.1 µM), for the others: top-dose growth rescue (activation), usual class: activators; 1.8% of 410,000 active; AID 652104; note: potency is the fitted concentration of half-maximal effect; % of control where 0% means no effect; nearly all actives have a fitted effect of over 50% in size
#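 Luminescence from BacTiter-Glo reports growth of TDP-43-expressing yeast after 24 hr at 30 deg C with compound. Cells were raffinose-pregrown to mid-log, then seeded in galactose medium at OD600=0.02.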
# Akt phos inh: inhibitors of Akt phosphorylation; activity change, % for hits at 50 µM; Neuro2A IGF-stimulated pAkt S473 HTRF, 20 min; active compounds read low; AID 651550; 0.32% of 360,000 active; in the data active = activity change below about -80%; inconclusive = mostly about -51% to -80%; note: % is set by controls: 0 for no effect and ±100 for the full control effect
#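 Neuro2A cells in DMEM with 0.5% FBS, overnight at 37 deg C, given compound at single 50 µM final, then IGF (6 nM final) for 20 min at 37 deg C. Lysed; phospho-Akt Ser473 by HTRF after 24 h, 665/615 ratio.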
# Abeta rescue: compounds reversing amyloid beta toxicity in yeast; Potency, µM (titrated, usually from 46.1 µM), inactives show top-dose growth rescue, usual class: activators; AID 1347071; yeast expressing A-beta42, growth rescue, OD600, 48 h; response scale: 0% DMSO, 100% iron-clioquinol control; 0.063% of 410,000 active; note: potency is the fitted concentration of half-maximal effect; nearly all actives have a fitted effect of over 55% in size
#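 Yeast A-beta toxicity model in growth medium with pinned compounds, 48 h at 30 C; growth read as absorbance at 600 nm. Normalized to FeCl3/clioquinol equimolar mix (positive) and DMSO (negative).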
# aSyn rescue: rescues yeast growth from alpha-synuclein toxicity. Potency, µM (highest dose often 46.1 µM), for inactives: at the highest dose growth rescue (activation), hits mostly activators. Yeast expressing alpha-synuclein, growth rescue, BacTiter-Glo, 24 h. 0.14% of 370,000 active; note: potency is the fitted concentration of half-maximal effect; % of control where 0% means no effect; nearly all actives have a fitted effect of over 65% in size
#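 Rescue of yeast growth: cells expressing toxic alpha-synuclein, induced in galactose at OD600 0.02, incubated with compound 24 h at 30 C. ATP luminescence quantified growth; inhibitors of toxicity appear as activators.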
# FUS suppressor: rescues growth of FUS-expressing yeast; S. cerevisiae FUS-expressing, growth rescue, OD600, 24 h; Potency, µM (titrated, usually from 76.6 µM), inactives show at the top dose growth rescue (activation), hits mostly activators; 0.24% of 390,000 active;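 note: potency is the fitted concentration of half-maximal effect; plate controls were DMSO vehicle for no effect and reference control for full effect; nearly all actives have a fitted effect of over 55% in size; some results filed as inactive show a strong effect at the top dose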
#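 Read-out: OD at 600 nm after 24hr at 30C, reporting rescue of FUS-induced yeast toxicity. Cells at OD 0.005 in galactose (2%) minimal medium; compounds tested in a dilution series; CP55940 titration from 92uM final as control.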
# GLP1R inv ag: acts as inverse agonist at human GLP-1 receptor; P43220; HEK293 GLP-1R CRE-luciferase, luminescence, 24 h; GLP-1R form is constitutively active; Potency, µM (series often up to 38.3 µM), for the others: at the highest dose activity change, negative = inhibition, most hits filed as inhibitors; 1.6% of 410,000 active; AID 624417; note: potency is the fitted concentration of half-maximal effect; % is set by controls: 0 for no effect and ±100 for the full control effect; nearly all actives have a fitted effect of over 55% in size
# Target sequence (P43220 whole entry, looked up): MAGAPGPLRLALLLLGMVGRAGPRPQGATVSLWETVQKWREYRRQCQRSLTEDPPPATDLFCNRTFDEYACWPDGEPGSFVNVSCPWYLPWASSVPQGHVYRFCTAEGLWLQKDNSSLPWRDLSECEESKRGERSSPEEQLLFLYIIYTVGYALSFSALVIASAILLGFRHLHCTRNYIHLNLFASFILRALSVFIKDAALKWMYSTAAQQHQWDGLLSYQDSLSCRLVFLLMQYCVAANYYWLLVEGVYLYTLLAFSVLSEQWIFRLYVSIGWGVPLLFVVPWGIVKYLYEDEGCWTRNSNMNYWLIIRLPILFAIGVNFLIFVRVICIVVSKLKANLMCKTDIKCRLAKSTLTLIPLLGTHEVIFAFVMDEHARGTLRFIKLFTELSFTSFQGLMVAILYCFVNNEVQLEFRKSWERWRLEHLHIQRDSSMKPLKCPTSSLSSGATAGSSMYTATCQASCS
#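 HEK293 cells stably co-expressing constitutively active GLP-1R and a cAMP-responsive luciferase reporter were seeded in DMEM with 10% Nu serum, given compounds after 12 h, and incubated 24 h at 37 deg C. Luminescence was then read.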
# PTHR1 ag: agonists of human PTHR1 parathyroid hormone receptor. Q03431. HEK293 GP2 PTHR1 cells, GloSensor cAMP luminescence, 1 h. Potency, µM (doses to about 115 µM), inactives show at the top dose activation, hits mostly activators. 0.075% of 410,000 active. AID 743266; note: potency is the fitted concentration of half-maximal effect; nearly all actives have a fitted effect of over 55% in size; some results filed as inactive show a strong effect at the top dose; inactives centre near -15; many of its hits are not listed in these tables
# Target sequence (Q03431 whole entry, looked up): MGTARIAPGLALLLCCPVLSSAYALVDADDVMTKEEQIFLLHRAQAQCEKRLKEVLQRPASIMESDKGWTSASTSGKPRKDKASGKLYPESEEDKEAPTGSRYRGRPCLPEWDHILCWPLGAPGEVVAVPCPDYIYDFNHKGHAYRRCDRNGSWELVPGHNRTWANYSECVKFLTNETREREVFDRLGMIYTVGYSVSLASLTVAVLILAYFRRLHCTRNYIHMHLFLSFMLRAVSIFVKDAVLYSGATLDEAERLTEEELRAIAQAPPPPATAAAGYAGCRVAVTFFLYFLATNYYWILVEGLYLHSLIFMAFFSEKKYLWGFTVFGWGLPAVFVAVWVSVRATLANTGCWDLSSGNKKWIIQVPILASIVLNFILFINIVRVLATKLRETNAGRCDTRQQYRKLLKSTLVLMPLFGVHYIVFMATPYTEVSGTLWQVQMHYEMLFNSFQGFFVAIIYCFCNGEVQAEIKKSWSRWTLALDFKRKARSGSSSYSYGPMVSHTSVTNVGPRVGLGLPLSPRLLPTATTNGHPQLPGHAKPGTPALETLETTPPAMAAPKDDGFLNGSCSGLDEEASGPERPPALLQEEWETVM
#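 HEK-293-derived GP2 cells expressing PTHR1 and a GloSensor cAMP reporter, 3,000/well, plated overnight, given luciferin plus IBMX (each 0.5 mM as added) for 1 h at 37 °C, then compound for 1 h at 37 °C. Luminescence was read after 15 min at room temperature.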
# GLP-1R agonist: agonists of human GLP-1 receptor. P43220. HEK293 GLP-1R CRE-luciferase, luminescence, 4-6 h; cells express a hypersensitive GLP-1R form. 0.007% of 380,000 active. Potency, µM (highest dose often 45.6 µM), inactives show at the top dose activation, usual class: activators; note: potency is the fitted concentration of half-maximal effect; % of control where 0% means no effect
# * = called active by the depositor; i = inactive; ? = inconclusive; · = no result given; & = joins results of further samples; [ ] = another dose, or the depositor's remark. Unless noted, calls come from the whole dose curve; as a rule, active = well fitted curve in the direction sought with a large enough effect; inconclusive = small, poorly fitted or top-dose-only effect, or another doubt; inactive = no such curve, though single readings can be large; an effect the other way counts as inactive or inconclusive. An excerpt, so the mix of outcomes need not match the whole.
SMILES,DRD3 antagonist,TDP-43 yeast inh,Akt phos inh,Abeta rescue,aSyn rescue,FUS suppressor,GLP1R inv ag,PTHR1 ag,GLP-1R agonist
N#CCc1ccnc2ccccc12,-14,1%,i,-43%[inhibitor],24%,1%,3%,-4%,-3%
COc1ccccc1-c1csc(C(O)c2cccc(Cl)c2)n1 (stereo unspecified),0,?,i,23%,-4%,22%,?,3%,29%
CCc1cc2c(=O)c(-c3nc4ccccc4n3C)coc2c(CN2CCCC(C)C2)c1O (stereo unspecified),-10,-15%,i,-3%,-1%,17%,12%,i,2%
COC(=O)c1cn(C(=O)c2ccc(OC)cc2)c2ccccc12,-15,?,i,5%,6%,-1%,-18%,-7%,4%
Cc1cnc(NC(=O)CSc2ncn(-c3ccccc3)n2)s1,18,-13%,i,21%,-3%,10%,0%,i,7%
Cc1nc([N+](=O)[O-])c(Br)n1CC(=O)c1ccccc1,22,16%,i,-7%[9.22 µM],14%,-34%,?,-24%,-14%
O=C(NCc1ccco1)c1cnc2ccccn2c1=O,-9,0%,i,1%,2%,-13%,-2%,i,1%
CCN1CCN(C(=O)c2cc3cc4cc(OC)ccc4nc3s2)CC1,?,5%,i,-9%,0%,5%,0%,-10%,19%
O=C(Nc1nc2ccc3ccccc3c2s1)c1ccc(N2CCCCC2)c([N+](=O)[O-])c1,7,2%,i,-5%,9%,10%,0%,i,4%
CC1=CC(=O)CC2C1(C)CCC(C)C2(C)CCC(C)CC(=O)O (stereo unspecified),11,?,i,-19%,10%,17%,-13%,-34%[inhibitor],1%

# Filtered by structure: the entries above containing four or more nitrogen atoms
SMILES,DRD3 antagonist,TDP-43 yeast inh,Akt phos inh,Abeta rescue,aSyn rescue,FUS suppressor,GLP1R inv ag,PTHR1 ag,GLP-1R agonist
Cc1cnc(NC(=O)CSc2ncn(-c3ccccc3)n2)s1,18,-13%,i,21%,-3%,10%,0%,i,7%
O=C(Nc1nc2ccc3ccccc3c2s1)c1ccc(N2CCCCC2)c([N+](=O)[O-])c1,7,2%,i,-5%,9%,10%,0%,i,4%

# Additional compounds.
SMILES,DRD3 antagonist,TDP-43 yeast inh,Akt phos inh,Abeta rescue,aSyn rescue,FUS suppressor,GLP1R inv ag,PTHR1 ag,GLP-1R agonist
CC12CCC(=O)N1C(C(=O)Nc1nnc(SCc3ccccc3)s1)CS2 (stereo unspecified),-22,-13%,i,?,16%,37%,-7%,i,1%
COc1ccc(C)cc1N(CC(=O)Nc1ccc(S(=O)(=O)N2CCCC2)cc1)S(C)(=O)=O,-2,6%,i,11%,0%,·,-20%,i,-7%
CSc1nc2ccc(NC(=O)c3ccc(=O)n(C)n3)cc2s1,12,16%,i,6%,-1%,13%,8%,-19%,11%
CC(C)CCN(C(=O)Nc1ccccc1)C(C)c1cccs1 (stereo unspecified),-26,8%&-34%,i,-1%&-11%,-22%,7%&-23%,?,-18%&-37%,1%
CCN(CC)S(=O)(=O)c1ccc(C(C)NC(=O)Cc2c[nH]c3ccccc23)cc1 (stereo unspecified),-3,0%,i,9%,1%,7%,?,-6%,10%
CCOC(=O)CNC(=O)c1ccc(OCC(F)(F)F)cc1,-27,5%,i,-14%,-5%,-32%,-8%,-35%[inhibitor],-4%
Cc1ccn2c(CC(C)(C)C)c(-c3ccc(F)cc3)nc2c1,19,19%,i,6%,-11%,-10%,7.1µM*,-90%[inhibitor],-4%
CCOC(=O)N1CCC(=NNC(=O)c2cc3ccccc3cc2O)CC1,23,14%,i,-6%,-2%,?,-6%,-22%,-14%
COc1ccc(Nc2nc(C)nc3sc4c(c23)CCC4)cc1O,3,-2%,i,-6%,0%,-1%,-5%,i,23%
CN(C(=O)c1ccc2c(c1)OCO2)C1CCCCC1,14,18%,i,-23%,5%,-11%,13%,-7%,3%
C=Cc1ccc(Cn2c(=O)n(C)c(=O)c3sccc32)cc1,-3,-11%,i,-10%,-1%,36%,1%,-81%[inhibitor],-10%
CC(C)(C)NS(=O)(=O)c1ccc(NC(=O)C(Sc2ccccc2)c2ccccc2)cc1 (stereo unspecified),43,3%,·,?,·,?,-3%,i,1%
CCOC(=O)N1CCN(C(=O)c2c[nH]c3ccc(S(=O)(=O)N(C)c4cccc(C)c4)cc3c2=O)CC1,2,21%,i,2%,0%,28%,19%,i,-3%
CC(C)N1CCCC(C)(C(=O)Nc2nc3ccccc3[nH]2)C1 (stereo unspecified),-29,10%,i,-5%,4%,-14%,3%,i,0%
O=C(COc1ccccc1)Nc1ccc(N2CCCCC2)cc1,-9,0%,i,-4%,-3%,31%,10%,-81%[inhibitor],10%
O=S(=O)(Nc1ccc(-c2ccc(N3CCCC3)nn2)cc1)c1cccc(C(F)(F)F)c1,·,-2%,·,-6%,·,30%,-23%,-76%[inhibitor],·
COC(=O)c1ccc(C(=O)N2CCCC(N3CCN(c4ccc(F)cc4)CC3)C2)nc1 (stereo unspecified),-2,-19%,i,-2%,0%,-10%,-1%,0%,-1%
CCC(=O)N1c2ccccc2CC1C(=O)NCc1cc(Br)ccc1OC (stereo unspecified),·,3%,·,-14%,·,-7%,-5%,-5%,·
Cn1c(=O)c2cn(Cc3ccc(Cl)cc3)cc2n(C)c1=O,10,1%,·,1%,1%,19%,0%,i,4%
O=C(COC(=O)/C=C/c1cccc(C(F)(F)F)c1)Nc1cccc(S(=O)(=O)NC2=NCCC2)c1,0,-3%,i,-2%,1%,10%,21%,-13%,-1%
C[C@@H]1CN([C@H](C)CO)C(=O)c2cccc(NC(=O)c3ccncc3)c2O[C@@H]1CN(C)Cc1ccc(C(=O)O)cc1,5,14%,i,0%,0%,-21%,13%,-23%,-6%
C[C@]12CCC(=O)CC1CCC1C2CC[C@@]2(C)C1CC[C@@]21CCO1 (stereo partly specified),-19,?,i,-35%[inhibitor],5%,26%,6%,i,8%
Cn1cnnc1SCC(=O)NN1C(=O)NC(C)(c2ccccc2)C1=O (stereo unspecified),-7,-4%,i,-8%,1%,-29%,7%,-7%,-2%
COC(=O)c1ccccc1NC(=O)C1CC=CCC1C(=O)O (stereo unspecified),22,10%,i,11%,4%,-11%,27%,-17%[57.5 µM],0%
COc1ccc(-n2c(CCc3ccccc3)nnc2SCC(=O)NCc2ccccc2)cc1,0,28%,i,18%,1%,45%,?,i,5%
COc1ccc(CCN2CC(C(=O)NCCN3CCOC3=O)CCC2=O)cc1 (stereo unspecified),4,-6%,i,-4%,3%,-9%,-4%,i,-7%
CSc1ccc(CCNC(=O)CN2C(=O)c3cccnc3Oc3ccc(Cl)cc32)cc1,·,13%,·,-4%,·,8%,11%,-2%,·
COc1cc(C(=O)NC(=S)N2CCCCCC2)cc(OC)c1OC,-2,-16%,i,11%,1%,5%,0%,i,-1%
COc1cccc(C(=O)Nc2ccccc2F)c1,3,4%,i,12%,0%,16%,8%,-2%,6%
COc1ccc(C(NC(=O)C2CCN(CCCc3ccccc3)CC2)c2ccccn2)cc1 (stereo unspecified),-22,18%,i,-15%,-7%,4%,6%,i,-5%
O=C1NC(c2ccccc2)N=C2Oc3ccccc3C=C12 (stereo unspecified),-18,-4%,i,-9%,-1%,·,14%,-25%,3%
CC(C)=NOc1nc(N(C)C)nc(N2CCOCC2)n1,-12,9%,i,0%,-8%,1%,6%,i,0%
O=C(CN1CCCc2ccccc21)NC(=O)NC1CCCCC1,-6,9%,i,28%,1%,23%,?,-6%,7%
COc1ccc(Cl)cc1NC(=O)COC(=O)CCc1cc(OC)c(OC)c(OC)c1,1,?,i,-1%,3%,16%,-30%,-9%,9%
Cc1cccc(OCC(=O)O/N=C(\N)Cc2ccc(Cl)cc2)c1,?,24%,i,25%,7%,-5%,?,i,-11%
Nc1nnc(SCc2ccccc2Cl)s1,-5,24%,i,3%,6%,14%,24%,-1%,0%
COc1ccc(-c2c3c(=O)n(C)c(=O)n(C)c3cn2NC(C)=O)cc1,9,-25%,i,-14%,-7%,7%,4%,-5%[57.5 µM],2%
CN(C)/C=N/c1nc2nccc(-c3cccnc3)n2n1,3,-13%,i,-15%,0%,8%,12%,i,4%
Cc1nc(C(=O)Nc2ccccc2)sc1C1(C)CC(c2cccnc2)=NO1 (stereo unspecified),0,27%,i,-47%[inhibitor],1%,9%,9%,-18%,0%
COC(=O)[C@]1(CC(C)C)N[C@H](c2ccc(-c3ccc(F)cc3)cc2)[C@@H]2C(=O)N(C)C(=O)[C@@H]21,9,?,i,13%,1%,12%,-39%,i,-6%

# Filtered by structure, the compounds so far with an NH in an aromatic ring (3)
SMILES,DRD3 antagonist,TDP-43 yeast inh,Akt phos inh,Abeta rescue,aSyn rescue,FUS suppressor,GLP1R inv ag,PTHR1 ag,GLP-1R agonist
CCN(CC)S(=O)(=O)c1ccc(C(C)NC(=O)Cc2c[nH]c3ccccc23)cc1 (stereo unspecified),-3,0%,i,9%,1%,7%,?,-6%,10%
CCOC(=O)N1CCN(C(=O)c2c[nH]c3ccc(S(=O)(=O)N(C)c4cccc(C)c4)cc3c2=O)CC1,2,21%,i,2%,0%,28%,19%,i,-3%
CC(C)N1CCCC(C)(C(=O)Nc2nc3ccccc3[nH]2)C1 (stereo unspecified),-29,10%,i,-5%,4%,-14%,3%,i,0%

# Source: PubChem (National Center for Advancing Translational Sciences (NCATS))
